# Compound activity: PubChem BioAssay, several laboratories
# Avidin fluor – avidin bead compound fluorescence profile; 0.38% of 220,000 active; fluorescence (KMESF) at 10 µM; Avidin beads, compound fluorescence 488/530 nm, flow cytometry; hits give high values; AID 1775; in the data active = fluorescence above about 47; note: inactives centre near 10
# Mcl1-Bid inh – disrupts binding of human Mcl-1 to Bid peptide; Q07820; TR-FRET Mcl-1/Bid-Dy647 peptide binding, 1536-well; inhibition, % at 21.7 µM; 0.97% of 220,000 active; AID 1021;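 active = compounds that cut the binding signal by more than half at the single screening dose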;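 note: His-tagged Mcl-1 with europium anti-His antibody binding Bid BH3 peptide; 0% = Mcl-1 plus peptide wells and 100% = peptide-only wells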
# Target sequence (Q07820 whole entry, looked up): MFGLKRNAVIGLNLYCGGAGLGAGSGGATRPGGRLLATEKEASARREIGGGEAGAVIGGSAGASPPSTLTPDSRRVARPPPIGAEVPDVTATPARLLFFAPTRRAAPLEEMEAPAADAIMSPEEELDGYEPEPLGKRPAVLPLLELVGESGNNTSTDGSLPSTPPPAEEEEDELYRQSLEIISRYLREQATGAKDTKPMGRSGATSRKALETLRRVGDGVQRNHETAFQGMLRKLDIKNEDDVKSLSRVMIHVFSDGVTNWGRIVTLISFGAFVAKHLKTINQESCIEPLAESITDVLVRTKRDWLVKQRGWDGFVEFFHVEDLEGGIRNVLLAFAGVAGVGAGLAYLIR
# Mcl1-Noxa inh – Mcl-1/Noxa interaction inhibition | inhibition, % at 21.7 µM | Q07820 | 1.5% of 220,000 active | TR-FRET Mcl-1/Noxa peptide binding, 2 h;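 active = compounds that cut the protein-peptide binding signal by more than 50% relative to plate controls in a single-dose test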;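 note: His-tagged Mcl-1 with rhodamine Noxa BH3 peptide and terbium anti-His antibody; 0% = Mcl-1 plus Noxa peptide wells and 100% = peptide-only wells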
# Cdc42 wt – human Cdc42 wildtype GTP binding change, either direction | P60953 | GST-Cdc42 beads, Bodipy-GTP binding, flow cytometry; actives lie on both sides | percent activity (GTP binding), % at 10 µM | 0.2% of 190,000 active;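 active = percent activity GTP binding at least 20 points away from the 100% baseline, either down as inhibitor or up as activator; inconclusive = compound flagged as likely green fluorescent from well-wide comparison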;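 note: median bead fluorescence of bound Bodipy-FL-GTP at 100 nM; 0% = excess unlabeled GTP control and 100% = no compound control; below 100% means less GTP binding so inhibitor and above means activator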
# Target sequence (P60953 whole entry, looked up): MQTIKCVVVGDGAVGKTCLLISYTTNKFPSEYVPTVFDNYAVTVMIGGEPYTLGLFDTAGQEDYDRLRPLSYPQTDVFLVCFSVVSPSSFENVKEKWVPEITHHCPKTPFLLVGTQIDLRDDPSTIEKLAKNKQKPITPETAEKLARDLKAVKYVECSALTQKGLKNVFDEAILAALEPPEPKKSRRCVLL
# Pf gamet viab – P. falciparum stage V gametocyte viability inhibition; P. falciparum stage V gametocytes, ATP luminescence, 24 h; inhibition, % at 10.9 µM; 0.065% of 150,000 active;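 active = inhibition above the mean plus 3 SD of compounds within the control limits, set per campaign, cut at about 38% in these data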;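 note: 0% = DMSO wells and 100% = medium only without gametocytes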
# Rac1 wt modul – modulators of human Rac1 wildtype GTP binding | GTP binding activity (% of control), % at 10 µM | GST-Rac1 beads, fluorescent GTP binding, flow cytometry; actives lie on both sides; 0 = cold GTP competed, 100 = untreated | 0.27% of 190,000 active | AID 757 | P63000;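 active = GTP binding activity at least 20 points away from the 100% control level, either lower or higher; inconclusive = compound flagged as likely green fluorescent, judged across all proteins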
# Rab2A wt mod – changes GTP binding to wildtype dog Rab2A, up or down. GST-Rab2 wt beads, Bodipy-GTP binding, flow cytometry. P61105. 0.19% of 190,000 active. GTP binding activity, % at 10 µM;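 active = GTP binding activity at least 20 points away from 100%, either lowered or raised; inconclusive = signal likely due to the compound's own green fluorescence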;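 note: 0% = beads with excess unlabeled GTP and 100% = no-compound control corrected for plate trend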
# Rab7 wt modul – dog Rab7 wildtype GTP binding, inhibitors and activators. GST-Rab7 beads, fluorescent GTP binding, flow cytometry; actives lie on both sides; untreated = 100%, excess cold GTP = 0%. GTP binding activity (percent of control), % at 10 µM. 0.055% of 190,000 active. AID 758;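 active = fluorescent GTP binding to Rab7 beads changed by at least 20 points from the 100% baseline, either direction, mostly lower; inconclusive = compound itself probably fluorescent, or too few beads counted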;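 note: median green fluorescence of bound Bodipy-FL-GTP per Rab7 bead population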
# HRas wt GTP – changes GTP binding to wildtype human HRas. P01112. GST-Ras wt beads, Bodipy-FL-GTP binding, flow cytometry; actives lie on both sides. GTP binding activity, % at 10 µM. 0.14% of 190,000 active;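 active = GTP binding activity at least 20% away from the 100% baseline, either lowered as inhibitor or raised as activator; inconclusive = flagged as likely green fluorescent, judged across all proteins in the well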;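 note: 0% = unlabeled GTP competition control and 100% = no-compound control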
# Target sequence (P01112 whole entry, looked up): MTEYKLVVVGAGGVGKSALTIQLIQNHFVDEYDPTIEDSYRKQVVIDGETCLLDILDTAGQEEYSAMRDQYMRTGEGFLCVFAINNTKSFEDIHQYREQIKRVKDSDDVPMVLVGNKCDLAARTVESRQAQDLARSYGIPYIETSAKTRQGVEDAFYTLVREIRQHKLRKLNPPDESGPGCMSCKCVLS
# GSH bead fluor – compound fluoresces at 488/530 nm on GSH beads; GSH beads flow cytometry, compound fluorescence 488/530 nm; hits give high values; fluorescence (KMESF) at 10 µM; 0.25% of 190,000 active; AID 1776; in the data active = fluorescence above about 89;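 note: glutathione beads carrying GST-tagged Bcl family fusion proteins plus one bare bead set; values are compound well signal with DMSO vehicle wells as background; inactives centre near 16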
# Rac1 act GTP bind – human Rac1 activated mutant GTP binding change; P63000; GST-Rac1 activated beads, fluorescent GTP binding, flow cytometry; actives lie on both sides; 100% means binding = to untreated wells; percent activity (GTP binding), % at 10 µM; 0.11% of 190,000 active; AID 764;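 active = GTP binding at least 20 percentage points away from the 100% baseline, in either direction, so actives lie on both sides; inconclusive = Compound likely fluorescent itself, or too few beads counted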
# An asterisk follows results filed as active; ? = inconclusive; nt = no result given. An excerpt. The share of hits here may be higher or lower than overall.
# Results follow in this order: GSH bead fluor	Rac1 act GTP bind	Mcl1-Noxa inh	Pf gamet viab	HRas wt GTP	Mcl1-Bid inh	Cdc42 wt	Avidin fluor	Rab2A wt mod	Rac1 wt modul	Rab7 wt modul
1) Cc1c(P(=S)(c2ccccc2)c2ccccc2)[n+]2ccccc2n1C
  16	99	-13	5	98	-31	100	9	98	103	98
2) O=C1NC(=O)C(CCc2ccncc2)(Cc2ccc([N+](=O)[O-])cc2)C(=O)N1
  13	102	3	nt	101	2	97	11	101	103	98
3) O=Cc1cn(Cc2ccccc2[N+](=O)[O-])c2ccccc12
  7	98	14	nt	97	-4	97	15	96	98	95
4) O=S(=O)(c1ccccc1)N1CC1c1ccccc1 (stereo not drawn)
  7	101	15	17	100	-6	101	2	100	103	104
5) Cc1cc(S(=O)(=O)NCc2ccccc2)ccc1OCC(=O)N1CCN(C)CC1
  57	100	2	-13	101	-9	102	5	100	102	99
6) Cc1cc2c(C(F)(F)F)cc(=O)oc2c2c1NCCC2
  20	100	-2	nt	103	-21	105	5	102	104	99
7) COc1cc(/C=C(/C)[N+](=O)[O-])ccc1OCc1ccccc1Cl
  8	95	15	nt	87	35	88	3	89	95	95
8) C=CCn1c(O)c(C(CC)=NC2CC2)c(=O)[nH]c1=O
  23	98	5	19	102	8	98	7	99	101	104
9) COc1ccc(CCN(C)Cc2c(F)cccc2F)cc1OC
  27	95	-8	5	93	-44	93	7	95	97	97
10) Cc1cc(S(=O)(=O)NCC(C)C)ccc1OCC(=O)N1CCN(Cc2ccccc2)CC1
  26	95	-8	-19	96	-4	98	12	97	98	96
11) COc1ccc(C(=O)N2CCOCC2)cc1S(=O)(=O)N1CCC(C)CC1
  8	99	17	nt	102	13	104	9	98	109	99
12) CC(O)CNc1ccc([N+](=O)[O-])c2cccnc12 (stereo not drawn)
  9	100	14	7	99	-21	98	14	99	102	100
13) O=c1[nH]c(=O)n(Cc2ccco2)c(O)c1/C=N/N1CCCCC1
  20	100	19	-35	100	-22	105	11	98	102	102
14) CN(C)C1=NP(N(C)C)(N(C)C)=NC(c2ccccc2)=N1
  26	98	2	nt	99	-15	99	13	99	96	98
15) COP(=O)(OC)C(NC(=O)c1ccc(C)cc1)C(Cl)(Cl)Cl (stereo not drawn)
  10	97	6	-3	97	-37	97	9	97	96	99
16) CCCCn1c(O)c(/C(CC)=N/N2CCCCC2c2cccnc2)c(=O)[nH]c1=S (stereo not drawn)
  17	96	-3	nt	96	-30	94	15	95	97	96
17) CCN1C(=O)C(=Cc2ccc(C)s2)C(=O)N(CC)C1=S
  20	96	26	-5	96	16	99	5	96	103	97
18) CCN(C(=O)Oc1ccccc1)c1ccc(C(O)(C(=O)OC)C(F)(F)F)cc1 (stereo not drawn)
  10	100	-3	7	100	-6	95	6	100	101	97
19) Cn1cc(NC(=O)CCl)cn1
  60	98	8	nt	100	-11	97	24	99	98	104
20) CCOc1ccc(-n2c(O)c(C=NCCN3CCNCC3)c(=O)[nH]c2=O)cc1
  52	92	1	nt	93	-8	92	8	90	92	96

# Arranged by molar mass (smallest number first): 6 of the compounds above.
# Results follow in this order: GSH bead fluor	Rac1 act GTP bind	Mcl1-Noxa inh	Pf gamet viab	HRas wt GTP	Mcl1-Bid inh	Cdc42 wt	Avidin fluor	Rab2A wt mod	Rac1 wt modul	Rab7 wt modul
8) C=CCn1c(O)c(C(CC)=NC2CC2)c(=O)[nH]c1=O
  23	98	5	19	102	8	98	7	99	101	104
6) Cc1cc2c(C(F)(F)F)cc(=O)oc2c2c1NCCC2
  20	100	-2	nt	103	-21	105	5	102	104	99
14) CN(C)C1=NP(N(C)C)(N(C)C)=NC(c2ccccc2)=N1
  26	98	2	nt	99	-15	99	13	99	96	98
1) Cc1c(P(=S)(c2ccccc2)c2ccccc2)[n+]2ccccc2n1C
  16	99	-13	5	98	-31	100	9	98	103	98
15) COP(=O)(OC)C(NC(=O)c1ccc(C)cc1)C(Cl)(Cl)Cl (stereo not drawn)
  10	97	6	-3	97	-37	97	9	97	96	99
10) Cc1cc(S(=O)(=O)NCC(C)C)ccc1OCC(=O)N1CCN(Cc2ccccc2)CC1
  26	95	-8	-19	96	-4	98	12	97	98	96

# Returning to the listing with the 2 entries that preceded the break.
# Results follow in this order: GSH bead fluor	Rac1 act GTP bind	Mcl1-Noxa inh	Pf gamet viab	HRas wt GTP	Mcl1-Bid inh	Cdc42 wt	Avidin fluor	Rab2A wt mod	Rac1 wt modul	Rab7 wt modul
19) Cn1cc(NC(=O)CCl)cn1
  60	98	8	nt	100	-11	97	24	99	98	104
20) CCOc1ccc(-n2c(O)c(C=NCCN3CCNCC3)c(=O)[nH]c2=O)cc1
  52	92	1	nt	93	-8	92	8	90	92	96
21) CCC1CCCCN1P(=O)(c1ccc(C)o1)C(C)(C)C (stereo not drawn)
  32	100	22	12	101	-2	101	10	103	106	102
22) CCOC(=O)C1(CCc2ccccc2)CCN(Cc2cccc3c2OCO3)CC1
  11	97	15	nt	98	-1	100	5	97	100	95
23) CCOC(=O)c1c(C)n(Cc2ccccc2)c2ccc(OCC(O)Cn3nc(C)cc3C)cc12 (stereo not drawn)
  61	99	3	6	102	14	97	7	100	102	98
24) OC12ONC(c3ccccn3)C1N1CCC2CC1 (stereo not drawn)
  9	97	13	nt	103	-59	105	4	100	108	105
25) O=P(O)(O)C12CC3CC(CC(C3)C1)C2
  23	101	1	nt	100	2	103	30	101	107	101
26) CC(=O)c1ccc2c(c1)C1C(Cl)C(Sc3ccccc3[N+](=O)[O-])CC1C(c1ccccc1[N+](=O)[O-])N2 (stereo not drawn)
  64	101	19	nt	100	-32	99	7	99	101	94
27) O=C1NC(=O)C(=Cc2ccc(Oc3ccc([N+](=O)[O-])cc3)cc2)C(=O)N1
  14	94	13	nt	93	-15	97	12	96	97	95
28) CCCn1c(C(=O)c2ccccc2)nc2ccccc21
  8	95	-11	4	93	3	94	5	97	95	102
29) CCC1(c2ccccc2)C(=O)N(COC)C(=O)N(COC)C1=O
  55	96	52*	nt	103	13	100	8	100	103	103
30) CCSc1nnc([C@@H](N)Cc2ccccc2)o1
  5	99	0	-2	100	-22	104	7	98	104	98
31) CCC(COC(=O)c1cc(OC)c(OC)c(OC)c1)(c1ccccc1)N(C)C (stereo not drawn)
  18	96	26	nt	96	9	100	nt	99	100	103
32) Cc1cc(CN(C)C)c(OC(=O)N(C)C)cc1C
  36	98	-3	nt	99	-4	99	13	98	102	102
33) O=C(Cc1cccs1)N1CCC2(CC1)OCCO2
  34	97	8	1	98	2	100	14	98	104	101
34) Cc1nnc2ccc(N3CCN(C)CC3)nn12
  52	101	-4	nt	105	-2	103	5	104	109	103
35) Cc1cc(NC(=O)COC(=O)c2c(C)nn(Cc3ccccc3Cl)c2Cl)no1
  21	103	4	nt	107	-6	108	32	104	108	104
36) CCCC1COC(Cn2cncn2)(c2ccc(Cl)cc2Cl)O1 (stereo not drawn)
  10	99	18	-33	101	-7	103	16	99	103	98
37) OC1/C(=C/c2ccc(C(F)(F)F)cc2)N2CCC1CC2 (stereo not drawn)
  12	92	0	9	94	-13	96	6	95	96	96
38) COc1ccccc1CN1CCN(Cc2ccc(Cl)cc2)CC1
  9	95	28	15	96	30	95	19	97	96	94
39) CCC(C)NS(=O)(=O)c1ccc(OCC(=O)N2CCN(CC)CC2)cc1 (stereo not drawn)
  20	101	11	nt	101	-5	103	6	99	106	100
40) O=C(Cn1cc(C(=O)c2ccccc2)c2ccccc21)NCc1ccco1
  20	97	-8	nt	100	3	103	50*	100	103	97
41) CC(=O)OC1C2CCC1C(N1CCCCC1)CC2 (stereo not drawn)
  12	96	10	21	100	-13	103	10	101	103	106
42) CC(C)(C)C(=O)c1cn(Cc2ccccc2)c2ccccc12
  20	95	0	nt	97	-7	98	9	102	101	105
43) Cc1c(C(c2ccc(F)cc2)c2c(O)c3ccccc3oc2=O)c(=O)n(-c2ccccc2)n1C (stereo not drawn)
  21	96	6	-14	100	6	99	3	97	99	100
44) Cc1nc2cc(-c3cccc(F)c3)nn2c(C)c1CCC(=O)N1CCC2(CC1)OCCO2
  30	99	-10	-13	101	9	102	13	100	105	104
45) C/C1=C\[C@@H](C)C/C=C/[C@H]2[C@@H]3O[C@]3(C)[C@@H](C)[C@H]3[C@H](Cc4c[nH]c5ccccc45)NC(=O)[C@]32C(=O)/C=C/C(=O)[C@@H]1O
  22	94	-5	nt	95	-1	93	7	94	96	95
46) CC(=C1C(=O)c2ccccc2C1=O)N1CCN(CCN=Cc2c(O)n(C)c(=O)n(C)c2=O)CC1
  23	102	-11	nt	100	-21	107	17	103	108	102
47) CN1C(=O)N(C)C(=O)C2(Cc3cc([N+](=O)[O-])ccc3N(C)C2c2ccccc2)C1=O (stereo not drawn)
  18	99	7	nt	101	-22	101	13	100	105	101
48) CN(C)CCCN=Cc1c(O)n(CCc2ccc(F)cc2)c(=O)[nH]c1=O
  37	99	-2	nt	105	-23	106	12	108	107	106
49) O=C(c1ccc(-c2ccccc2)cc1)C1CCCN(Cc2ccn[nH]2)C1 (stereo not drawn)
  17	95	13	11	100	-9	96	12	98	100	105
50) Cc1ccc(N2C(=O)NC(=O)/C(=C\C=C\c3ccco3)C2=O)cc1C
  6	89	23	6	92	-78	88	9	91	88	96
51) CN1CCN(c2ccccc2N)CC1
  12	101	11	nt	105	-31	109	35	104	106	102
52) Cc1cccc(OCC(=O)N2CCN(Cc3ccc([N+](=O)[O-])cc3)CC2)c1
  11	96	19	-10	99	27	98	13	102	102	104
53) COc1ccc(C2CN(C)CC2C(=O)c2ccc(C)cc2)cc1Cl (stereo not drawn)
  24	96	22	-12	94	-14	97	29	93	96	93
54) CCOC(=O)CC1=C(C(=O)OCC)C2(C(=O)N1)C(C(=O)OC)=C(N)Oc1ccccc12 (stereo not drawn)
  25	99	-3	-7	101	-19	102	13	100	102	97
55) O=[N+]([O-])c1ccc(NCCCN2CCOCC2)c2ncccc12
  15	93	10	-5	94	-28	96	9	96	99	96
56) Cc1cc(C)c(NC2=NCCCS2)c(C)c1
  35	?	-1	nt	?	12	?	8	?	?	?
